# DT40 TDP1 no CPT: qHTS for Inhibitors of human tyrosyl-DNA phosphodiesterase 1 (TDP1): qHTS in cells in absence of CPT | Potency, µM (highest dose often 46.2 µM), without a hit: at the highest dose activity change, negative = growth inhibition, actives largely listed as inhibitors | 420,000 compounds, 15% hits | DT40 Tdp1-/- hTDP1 cells, no CPT, ATP luminescence, 48 h; also: nearly all actives have a fitted effect of over 55% in size
#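 Growth kinetics read by CellTiter-Glo luminescence after ≥48 hr at 37 °C. Cells: DT40 Tdp1-/- stably carrying human TDP1, 400 per well, compound exposure in the absence of CPT (DMSO vehicle).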
# KAT2A inh: blocks human GCN5L2 histone acetyltransferase; Q92830; GCN5L2 HAT assay, ThioGlo1 CoA-SH fluorescence; Potency, µM (series often up to 58.9 µM), for the others: at the top dose activity change, negative = inhibition, hits mostly inhibitors; 390,000 compounds, 0.21% hits; AID 504327
# Target sequence (Q92830 whole entry, looked up): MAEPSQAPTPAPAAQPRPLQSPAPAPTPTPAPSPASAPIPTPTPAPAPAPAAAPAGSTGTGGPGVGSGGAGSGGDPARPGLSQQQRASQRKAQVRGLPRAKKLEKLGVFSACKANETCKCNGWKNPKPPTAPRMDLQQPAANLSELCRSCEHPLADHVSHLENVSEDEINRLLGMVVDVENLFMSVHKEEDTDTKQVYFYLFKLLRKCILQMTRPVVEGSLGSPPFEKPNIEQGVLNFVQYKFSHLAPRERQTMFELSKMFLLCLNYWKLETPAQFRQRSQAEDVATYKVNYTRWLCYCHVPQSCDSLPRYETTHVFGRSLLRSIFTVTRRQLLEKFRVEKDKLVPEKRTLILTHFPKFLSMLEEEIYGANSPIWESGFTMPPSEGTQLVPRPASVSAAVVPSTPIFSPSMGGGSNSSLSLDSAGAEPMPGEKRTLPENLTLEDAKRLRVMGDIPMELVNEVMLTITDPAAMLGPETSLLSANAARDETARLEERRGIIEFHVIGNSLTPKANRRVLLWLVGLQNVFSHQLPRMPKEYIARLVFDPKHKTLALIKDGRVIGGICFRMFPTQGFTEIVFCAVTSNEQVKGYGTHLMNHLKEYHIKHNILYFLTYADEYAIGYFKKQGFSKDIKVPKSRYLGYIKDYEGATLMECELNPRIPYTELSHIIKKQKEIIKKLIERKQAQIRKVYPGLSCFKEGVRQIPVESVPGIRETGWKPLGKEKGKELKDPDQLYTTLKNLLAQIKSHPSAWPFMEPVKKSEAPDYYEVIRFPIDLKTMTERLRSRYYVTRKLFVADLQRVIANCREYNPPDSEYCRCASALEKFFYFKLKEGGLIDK
#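 Free CoA generated was detected with ThioGlo1 (50uM) fluorescence at Ex340nm/Em540nm, read immediately and after 20 min at room temperature. Enzyme, 20 nM in HEPES pH 7.5 buffer, saw compounds 15 min before adding 75uM H3(1-25) peptide and 70uM acetyl-CoA.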
# DT40 TDP1 CPT: DT40-hTDP1 cell growth loss with CPT | 420,000 compounds, 12% hits | Potency, µM (series often up to 46.2 µM), without a hit: at the highest dose activity change, negative = growth inhibition, actives largely listed as inhibitors | chicken DT40 Tdp1-/-;hTDP1 cells + 20 nM CPT, ATP luminescence, 48 h; also: nearly all actives have a fitted effect of over 55% in size
#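 Cell growth measured by CellTiter-Glo luminescence after a minimum 48 h, 37 C compound exposure with 20 nM CPT in Tdp1-knockout DT40 cells stably expressing hTDP1, seeded 400/well; qHTS titration format.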
# * hit, by the source's call; ? = inconclusive; . = no result given. Calls follow the shape of the dose curve; as a rule, active = well fitted curve in the direction sought with a large enough effect; inconclusive = small, poorly fitted or top-dose-only effect, or another doubt; inactive = no such curve, though single readings can be large; an effect the other way counts as inactive or inconclusive. % is scaled to controls: 0 for no effect and ±100 for the full control effect; potency is read from the fitted curve at half-maximal effect. These rows are one share of the data. The share of hits here may be higher or lower than overall.
SMILES,DT40 TDP1 no CPT,KAT2A inh,DT40 TDP1 CPT
CCS(=O)(=O)c1ccc(O)c(NC(=O)CCCC(=O)O)c1,-4%,-4%,7%
COC(=O)C(C(C)C)N(Cc1cc(OC)cc(OC)c1)S(=O)(=O)CCl (centres undefined),21µM*,-5%,16µM*
O=C1C(Cc2ccc(F)cc2)SC(=Nc2ccccc2)N1c1ccccc1 (centres undefined),23µM*,-2%,?
CCN(CC)S(=O)(=O)c1ccc(OCC2CCCCO2)c([N+](=O)[O-])c1 (centres undefined),?,3%,?
CN1C(=O)C2ON(c3ccccc3)C(c3cccs3)C2C1=O (centres undefined),-9%,-11%,1%
CCOC(CCn1ccc(O)c(Cc2ccc(Cl)cc2)c1=O)OCC,-26%,22%,-25%
COc1ccc(-c2nc(CS(=O)(=O)CC(=O)NCc3cccc(OC)c3OC)c(C)o2)cc1,?,?,?
COC(=O)C1(C(=O)OC)c2cc3c(cc2CN(S(=O)(=O)c2ccc(C)cc2)C1CC(C)=O)OCO3 (centres undefined),2%,.,-9%
CCOC(=O)c1ccc(-c2ccc(/C=C(\C#N)C(=O)Nc3ccc(C)cc3)o2)cc1,?,-16%,9.2µM*
COc1ccc(CSc2nc(C)cc(C)c2S(C)(=O)=O)cc1,?,-5%,?

# Fetched by structure from the list above (five):
SMILES,DT40 TDP1 no CPT,KAT2A inh,DT40 TDP1 CPT
CCN(CC)S(=O)(=O)c1ccc(OCC2CCCCO2)c([N+](=O)[O-])c1 (centres undefined),?,3%,?
CN1C(=O)C2ON(c3ccccc3)C(c3cccs3)C2C1=O (centres undefined),-9%,-11%,1%
COc1ccc(CSc2nc(C)cc(C)c2S(C)(=O)=O)cc1,?,-5%,?
COc1ccc(-c2nc(CS(=O)(=O)CC(=O)NCc3cccc(OC)c3OC)c(C)o2)cc1,?,?,?
CCOC(CCn1ccc(O)c(Cc2ccc(Cl)cc2)c1=O)OCC,-26%,22%,-25%

# Next structures follow.
SMILES,DT40 TDP1 no CPT,KAT2A inh,DT40 TDP1 CPT
Cc1onc(-c2ccccc2)c1CNS(=O)(=O)c1ccccc1[N+](=O)[O-],?,-8%,0%
O=[N+]([O-])c1cc(S(=O)(=O)Nc2cccc(Cl)c2)ccc1N/N=C/c1ccc(N2CCOCC2)cc1,10µM*,5%,?
CN(C)CCN(C(=O)c1ccc2ccccc2c1)c1nc2c(F)cc(F)cc2s1,-8%,-4%,1%
CCOC(=O)C1=C(COc2ccc(C)cc2)NC(=O)NC1c1cc(C)ccc1C (centres undefined),12µM*,-10%,23µM*
S=C(NCCCN1CCN(CCCNC(=S)NC2CCCCC2)CC1)NC1CCCCC1,15µM*,.,15µM*
COc1ccc(NC(=O)CSc2nc(-c3ccc(F)cc3)c3cccc(C)c3n2)cc1,?,2%,?
C/C(CC(=O)Nc1ccc2c(c1)OCCO2)=N\NC(=O)c1ccccn1,9%,-15%,1%
Cc1c(Cl)cccc1NC(=O)c1oc2ccc(S(=O)(=O)N3CCCCCC3)cc2c1C,8.2µM*,-2%,?
COc1ccc(NC(=O)C2Cc3c(-c4cccc(C(N)=O)c4)ccnc3O2)cc1 (centres undefined),3.7µM*,.,5.8µM*
Cc1cccc(N2CCN(Cc3cc(=O)n4ccsc4n3)CC2)c1C,?,-4%,-18%

# Already shown: an excerpt of the list.
SMILES,DT40 TDP1 no CPT,KAT2A inh,DT40 TDP1 CPT
Cc1c(Cl)cccc1NC(=O)c1oc2ccc(S(=O)(=O)N3CCCCCC3)cc2c1C,8.2µM*,-2%,?
COc1ccc(NC(=O)C2Cc3c(-c4cccc(C(N)=O)c4)ccnc3O2)cc1 (centres undefined),3.7µM*,.,5.8µM*

# Carrying on:
SMILES,DT40 TDP1 no CPT,KAT2A inh,DT40 TDP1 CPT
Cc1ccc(-n2nc3c(=O)n(C(C)C(=O)NCc4ccccc4Cl)nc(C)c3c2C)cc1 (centres undefined),?,-2%,?
O=C(Nc1ccccc1C(=O)N/N=C/c1ccco1)c1ccc(Cl)cc1,?,2%,?
Cc1ccc2c(=O)cc(C(=O)Nc3sc4c(c3C(=O)NCc3cccnc3)CCCC4)oc2c1,?,-5%,3%
O=C(NCC(c1ccco1)N1CCCC1)c1cc2cc(Cl)ccc2o1 (centres undefined),?,-1%,18µM*
Cc1ccc(S(=O)(=O)N(C)c2ccccc2C(=O)Nc2c(F)cccc2F)cc1,-3%,0%,-13%
NC(=NC1CCCCC1)c1ccc([N+](=O)[O-])cc1,-3%,5%,-23%
O=C(CSc1nc2c([nH]c3ccccc32)c(=O)n1-c1ccc(Cl)cc1)NCC1CCCO1 (centres undefined),-25%,-4%,-10%
CCOC(=O)N1CCN(C(=O)c2ccc3[nH]c(C)c(C)c3c2)CC1,-27%,1%,-23%
Cc1c(Cl)cccc1NC(=S)N1CCN(C(=O)C2CCCO2)CC1 (centres undefined),?,-4%,-20%
CC(C)CN1C(=O)c2ccccc2C1(O)Cc1ccccc1 (centres undefined),-16%,-6%,-7%
O=C(NC1CCCC1)C(c1ccncc1)N(C(=O)c1csnn1)c1ccc(Cl)cc1 (centres undefined),5%,-4%,5%
CCOC(=O)N1CCN(C(=O)C[C@@H]2C[C@@]3(C(=O)OC)CC(C)(C)CC=C3N(Cc3ccc4c(c3)OCO4)C2=O)CC1,18µM*,.,12µM*
COc1ccc(CCNC(=O)c2cc(S(=O)(=O)N3CCCCCC3)ccc2OC)cc1OC,?,-29%,?
COc1cccc(/C=N/NC(=O)c2oc3nc(-c4ccccc4)cc(-c4ccco4)c3c2N)c1,13µM*,-3%,-28%
CCC(=O)Nc1ccc(C(=O)CSc2nnc(-c3ccc(O)cc3)n2CC2CCCO2)cc1OC (centres undefined),?,-15%,-1%
Cc1cc[n+](CC(=O)c2ccc(NC(=O)c3ccccc3)cc2)c2ccccc12,3.7µM*,0%,8.2µM*
CC1CCc2nc(NC(=O)CSc3nc4ccccc4o3)sc2C1 (centres undefined),18µM*,2%,?
O=C1C=C(c2ccccc2)C[C@H](c2cccs2)[C@H]1n1nnc([N+](=O)[O-])n1,5.8µM*,3%,6.5µM*
CCOc1ccccc1Nc1nnc(Cc2ccccc2Cl)c(=O)[nH]1,?,-6%,-17%
Cc1cccc(NC(=O)CCN2CCC(C(N)=O)CC2)c1,-5%,-4%,-3%

# Some entries already given with just DT40 TDP1 no CPT:
Structure,DT40 TDP1 no CPT
O=C(NC1CCCC1)C(c1ccncc1)N(C(=O)c1csnn1)c1ccc(Cl)cc1 (centres undefined),5%
CCOC(=O)N1CCN(C(=O)C[C@@H]2C[C@@]3(C(=O)OC)CC(C)(C)CC=C3N(Cc3ccc4c(c3)OCO4)C2=O)CC1,18µM*
COc1ccc(CCNC(=O)c2cc(S(=O)(=O)N3CCCCCC3)ccc2OC)cc1OC,?
COc1cccc(/C=N/NC(=O)c2oc3nc(-c4ccccc4)cc(-c4ccco4)c3c2N)c1,13µM*
CCC(=O)Nc1ccc(C(=O)CSc2nnc(-c3ccc(O)cc3)n2CC2CCCO2)cc1OC (centres undefined),?

# Carrying on.
SMILES,DT40 TDP1 no CPT,KAT2A inh,DT40 TDP1 CPT
Cc1ccc(NC(=O)COC(=O)CCc2ccccc2)cc1S(=O)(=O)N1CCOCC1,1%,-12%,3%
COc1cccc(NC(=O)CCNC(=O)Cn2cnc3ccccc3c2=O)c1,5%,-8%,4%
O=C1CCCc2ccccc2N1Cc1c(Cl)cccc1Cl,?,0%,-24%
CC1=NN(Cc2ccccc2)C(=O)/C1=C\c1ccc(N(C)C)cc1,?,-6%,13µM*
CNc1c([N+](=O)[O-])cnn1-c1ccc(C)cc1,-24%,-9%,-7%
CCOc1cccc(NC(=O)CSc2nc(C)c3c(c2C#N)CCCC3)c1,3%,-2%,-6%
CCOC(=O)C1CCCN(C2CC(=O)N(c3cccc(C)c3)C2=O)C1 (centres undefined),1%,1%,-10%
COC(=O)c1ccc(NC(=O)CSc2nc3[nH]ncc3c(=O)[nH]2)cc1,-2%,-3%,-5%
Cc1noc(C)c1CSc1nnc2sc3ccccc3n12,-28%,-1%,1%
S=C(NCc1ccccc1)Nc1ccc(Cl)cc1,?,1%,-29%
Cc1nn2cc(-c3ccc(-c4ccccc4)cc3)nc2s1,-3%,-3%,1%
CC1=C(C(=O)N2CCCCCC2)CC(CC(=O)NCCc2ccccn2)C(=O)N1Cc1ccc(C(C)(C)C)cc1 (centres undefined),16µM*,.,18µM*
O=[N+]([O-])c1ccc(OCc2cccc(COc3ccc([N+](=O)[O-])cc3)n2)cc1,-8%,0%,-15%
O=C1NC(=Nc2ccccc2Cl)S/C1=C\c1cc([N+](=O)[O-])ccc1O,-13%,-8%,-8%
O=C(NC(=S)Nc1ccc(N2CCOCC2)c(Cl)c1)C(c1ccccc1)c1ccccc1,?,-11%,?
Cc1cnc(C(=O)OCC(=O)N2CCN(S(=O)(=O)c3ccc(Cl)cc3)CC2)cn1,-8%,-1%,-5%
CCCC1S/C(=N/N=C/c2ccc(OC)cc2)N(Cc2ccc(OC)cc2)C1=O (centres undefined),?,-8%,-17%
O=C(Nc1nnc(C2CC2)s1)c1ccncc1,-7%,-8%,-22%
COc1ccc(NC(=O)C(c2cccc3ccccc23)n2c(=O)c(-c3ccco3)nc3ccccc32)cc1 (centres undefined),-30%,.,?
COc1ccccc1-c1cc2c(c3c1ccn3C)C1CCC2C1 (centres undefined),?,.,?
COc1cc(/C=N/NC(=O)c2cccnc2)ccc1OC(=O)c1ccco1,-11%,0%,-16%
Cc1cc(-c2ccc(C)c(S(=O)(=O)N3c4ccccc4CC3C)c2)on1 (centres undefined),23µM*,-9%,18µM*
CC1(C)CC(=O)C2=C(C1)OC1=C(C(=O)CC(C)(C)C1)C2c1ccc(O)c([N+](=O)[O-])c1,-12%,3%,?
Cc1ccc(-c2csc(-c3cc(C)on3)n2)cc1,-23%,4%,4%
NC(=O)CC[C@@H]1NC(=O)[C@@H]2CCCN2C(=O)c2cc([N+](=O)[O-])cc(I)c2NCCCC[C@@H](C(=O)NC(CC(=O)O)C(N)=O)NC1=O (some centres undefined),0%,-4%,-21%
Cc1ccc(C(=O)CSC2=C(C#N)C(c3ccco3)C3=C(CCCC3=O)N2)cc1 (centres undefined),3.3µM*,-6%,3.3µM*
COCCN1CN(S(=O)(=O)c2cccc(Cl)c2)c2nc3ccccc3nc21,-13%,-14%,-14%
O=c1c2ccsc2ncn1Cc1ccc(Cl)cc1,18µM*,-5%,?
O=C(CCc1nc(-c2ccccc2)no1)N1CCCC1,-16%,0%,4%
Cn1c(=O)n(C/C=C/c2ccccc2)c(=O)c2c1nc1n2CCCN1Cc1ccccc1,?,-5%,?
COc1cccc(NC(=O)Nc2nnc(Cc3ccccc3)s2)c1,?,-6%,?
O=C(NCC(c1ccco1)N1CCOCC1)c1cccc(Cl)c1 (centres undefined),-22%,1%,-18%
COc1ccc(CCNC(=O)C2CC3Cn4c(nc5cc6ccccc6cc54)C3N2C)cc1 (centres undefined),21µM*,3%,15µM*
O=C(COc1ccc(Br)cc1Cl)NC(=S)N1CCc2ccccc21,-7%,0%,-18%
CCCOc1ccc(-c2c(C(=O)N/N=C/C3CCCCC3)nnn2-c2nonc2N)cc1,12µM*,-9%,26µM*
CCN(C(=O)c1cc2c(=O)n(CC)c3ccccc3c2s1)c1cccc(C(F)(F)F)c1,9.2µM*,-3%,9.2µM*
COc1ccc(NS(=O)(=O)c2cccs2)c(OC)c1,7%,-3%,-4%
CC(C)(C)N(Cc1ccccc1)C(=O)c1ccc(Br)o1,?,-2%,?
Nn1c(SCc2nc3ccccn3c2Br)nnc1-c1cccnc1,-13%,0%,-7%
Cc1[nH]c2c(Cl)cccc2c(=O)c1CN1CCCC1,-21%,2%,-5%
COc1ccccc1N(C)S(=O)(=O)c1ccc(C(=O)NC2=NCCS2)cc1,?,-7%,?
COc1ccc(Br)cc1CN(C)C(C)C(=O)Nc1cc([N+](=O)[O-])ccc1OC (centres undefined),23µM*,0%,?
COc1ccc(CNC(=O)c2ccc(-n3ccnc3)c3ccoc23)cc1OC,?,.,18µM*
O=C(CN1C(=O)C2(SCC(=O)N2c2cccc(Cl)c2)c2ccccc21)NC1CCCCC1 (centres undefined),18µM*,-1%,16µM*

# Assay outcomes: PubChem BioAssay, National Center for Advancing Translational Sciences (NCATS)
